All columns: NCI-60 one-dose screen, growth in % after 48 h at 10 µM unless noted; 100 = growth as untreated, 0 = no growth, -100 = all killed.
HCT-116 = HCT-116 colon cancer. actives 7.3% (n = 82,000). AID 1794798
HT29 = HT29 colon cancer; actives 7.4% (n = 81,000)
SNB-19 = SNB-19 CNS cancer cells; actives 2.5% (n = 81,000)
SNB-75 = SNB-75 CNS cancer; actives 5% (n = 79,000); AID 1794750
HCC-2998 = HCC-2998 colon cancer | AID 1794799 | actives 4.7% (n = 79,000)
SF-268 = SF-268 CNS cancer cells. AID 1794759. actives 3.1% (n = 82,000)
HCT-15 = HCT-15 colon cancer | actives 5.2% (n = 82,000) | AID 1794746
KM12 = KM12 colon cancer cells | actives 5% (n = 82,000) | AID 1794800
SW-620 = SW-620 colon cancer | actives 5.2% (n = 82,000) | AID 1794795
* marks the source's active call; other numbers are inactive results; . = not tested or not shown; & = joins results of further samples. How the source made its calls: active means growth percent below 10; inactive means the rest.

Abbreviations – A = HCT-116; B = HT29; C = SNB-19; D = SNB-75; E = HCC-2998; F = SF-268; G = HCT-15; H = KM12; I = SW-620
CC(Sc1nc2sc3c(c2c(=O)n1-c1ccc(Cl)cc1)CCCC3)C(=O)Nc1ccccc1 (stereo not drawn)
  A: 59; B: 108; C: 86; D: 75; E: 103; F: 93; G: 57; H: 100; I: 95

COC(=O)c1c(C)nc(C)c2c1C(=O)C=C(NCCN1CCOCC1)C2=O
  A: 96; B: 104; C: 101; D: 89; E: 106; F: 88; G: 89; H: 87; I: 105

O=C(O)c1c([N+](=O)[O-])cnc2ccccc12
  A: 98; B: 107; C: 91; D: 88; E: 100; F: 104; G: 109; H: 111; I: 101

CCCCOc1ncnc2c1CC(C)c1cc(OC)ccc1N2C (stereo not drawn)
  A: 103; B: 83; C: 96; D: 80; E: 104; F: 99; G: 95; H: 99; I: 101

CC(=O)OCC(c1ccccc1)c1ccccc1
  A: 106; B: 89; C: 96; D: 97; E: 106; F: 109; G: 104; H: 111; I: 106

CCOC(=O)c1ccc2c(c1)nc(-c1ccc(Cl)cc1)n2-c1cc(C(C)(C)C)[nH]n1
  A: 8.6*; B: 19; C: 48; D: 18; E: 56; F: 45; G: 20; H: 30; I: 42

CC(C)=CCC[C@](C)(O)[C@H]1CC[C@]2(C)[C@@H]1CC[C@@H]1[C@@]3(C)Cc4nccnc4C(C)(C)[C@@H]3CC[C@]12C
  A: 47; B: 42; C: 94; D: 92; E: 79; F: 87; G: 70; H: 75; I: 71

COC(=O)CSc1ccccc1C(=O)OC
  A: 108; B: 100; C: 120; D: 99; E: 106; F: 103; G: 107; H: 106; I: 99

CCOc1ccc(CN2CCN(CC(O)COc3ccc(OCC(O)CN4CCN(Cc5ccc(OCC)cc5)CC4)cc3)CC2)cc1 (stereo not drawn)
  A: 79; B: 76; C: 75; D: 96; E: 84; F: 91; G: .; H: 82; I: 100

Cc1ccc(Nc2nc(N)nn2Cc2cccc(Br)c2)cc1
  A: 48; B: 82; C: 68; D: 71; E: 73; F: 64; G: 43; H: 64; I: 75

COc1ccc(C2CC(=O)Nc3c(-c4ccc(OC)c(OC)c4)csc32)cc1O (stereo not drawn)
  A: 88; B: 101; C: 96; D: 91; E: 107; F: 95; G: 87; H: 93; I: 106

CC(C)CC(NC(=O)C(O)C(N)Cc1ccccc1)C(=O)O (stereo not drawn)
  A: 93; B: 84; C: 99; D: 80; E: 85; F: 107; G: 101; H: 120; I: 100

NC(=S)N/N=C(/c1cccs1)C1CC1
  A: 7.8*; B: 58; C: 100; D: 77; E: 97; F: 99; G: 71; H: 105; I: 72

CC1(C)[C@@H](O)CC[C@]2(C)[C@H]3CC[C@@H]4[C@H]5[C@H](C(=O)/C=C\c6ccccn6)CC[C@]5(O)CC[C@@]4(C)[C@]3(C)CC[C@@H]12
  A: 2.8*; B: 28; C: 48; D: 26; E: 52; F: 56; G: 15; H: 31; I: 19

CC(C)[C@@]12C[C@@H](OC(=O)C3CO3)[C@@](C)(O1)[C@@H]1CC[C@@H](C)[C@H]1[C@@H]2OC(=O)/C=C/c1ccccc1 (stereo partly drawn)
  A: 86; B: 94; C: 94; D: 80; E: 95; F: 67; G: 98; H: 100; I: 98

Cc1cn(C2CC(O)C(COC(c3ccccc3)(c3ccccc3)c3ccccc3)O2)c(=O)[nH]c1=O (stereo not drawn)
  A: 38; B: 36; C: 91; D: 101; E: 65; F: 93; G: 58; H: 72; I: 89

Cc1nc(-c2cc3ccccc3c(N3CCN(C)CC3)n2)cs1
  A: 93; B: 96; C: 90; D: 76; E: 95; F: 87; G: 92; H: 103; I: 99

CCCSc1nc(NCCc2c[nH]c3ccccc23)c(C#N)c(-c2ccc(OC)cc2)n1
  A: 21; B: 22; C: .; D: 79; E: 48; F: 57; G: 22; H: 37; I: 43

CCCCN(CCC)CCCCCCCCCN1CCCc2ccccc21
  A: 44; B: 26; C: 81; D: 76; E: 80; F: 83; G: 43; H: 54; I: 82

O=C1Nc2ccccc2/C1=C/C(=O)c1ccc(-n2ccnc2)cc1
  A: 91; B: 109; C: 95; D: 81; E: 104; F: 100; G: 107; H: 102; I: 63

COc1cc(Cl)c(C)cc1NC(=O)CC(C)=O
  A: 95; B: 104; C: 101; D: 86; E: .; F: 101; G: 105; H: 101; I: 102

COc1ccc(-c2nn(-c3ccc(NC(=O)Nc4ccc(Cl)c(C(F)(F)F)c4)cc3)cc2-c2ccncc2)cc1Cl
  A: -7.7*; B: 1.9*; C: 30; D: 33; E: 11; F: 19; G: 4.9*; H: 0.5*; I: 3.2*

O=C1CCCN1Cc1ccccc1
  A: 95; B: 111; C: 102; D: 92; E: 95; F: 98; G: 107; H: 109; I: 112

CCCc1nc2nc3c(c(C)nn3-c3ccccc3)c(-c3ccc(OC)cc3)c2c(=O)[nH]1
  A: 101; B: 98; C: 111; D: 89; E: 103; F: 110; G: 100; H: 107; I: 105

COc1ccc2cc(C(=O)/C=C/N3CCN(CCO)CC3)ccc2c1
  A: 88; B: 73; C: 98; D: 80; E: 95; F: 84; G: 97; H: 97; I: 93

C=CC(=O)N[C@@H](CO)Cc1ccc(-c2cc(F)cc(C(N)=O)c2)cc1
  A: 91; B: 100; C: 84; D: 88; E: 111; F: 102; G: 95; H: 103; I: 96

Cc1ccc(C(=O)C[n+]2cn(CC(=O)Nc3cccc4cccnc34)c3ccccc32)cc1
  A: 84; B: 42; C: 78; D: 20; E: 96; F: 68; G: 103; H: 98; I: 92

COc1cc2c3c(n(C4CCC(O)CC4)c(=O)c2cc1OC)-c1cc2c(cc1C3=O)OCO2 (stereo not drawn)
  A: 41; B: 50; C: 44; D: 46; E: 77; F: 45; G: 67; H: 76; I: 56

Cn1cc(-c2csc(-c3cn(CCN)c4ccccc34)n2)c2cccnc21
  A: 37; B: 30; C: 65; D: 47; E: 65; F: 64; G: 47; H: 46; I: 44

CC(=O)Nc1nc(-c2cccc(NS(=O)(=O)c3cccc4c(N(C)C)cccc34)c2)cs1
  A: 53; B: 75; C: 61; D: 75; E: 69; F: 78; G: 76; H: 71; I: 85

CCCCCCCC/C=C\CCCCCCCC(=O)OCCCCCCCCCCCCC
  A: 111; B: 106; C: 104; D: 107; E: 108; F: 108; G: 107; H: 106; I: 114

c1ccc(CCNc2ccc3c(c2)Cc2ccccc2-3)nc1
  A: 50; B: 67; C: 87; D: 73; E: .; F: 64; G: 48; H: 63; I: 78

O=c1[nH]c(=O)c2n[nH]nc2[nH]1
  A: 92; B: 112; C: 88; D: 96; E: 102; F: 103; G: 104; H: 110; I: 107

N#C/C(=C\c1ccc(-c2cccc(Cl)c2)o1)c1ccc(F)cc1
  A: 87; B: 97; C: 112; D: 107; E: 117; F: 110; G: 85; H: 97; I: 104

CCOC(=O)C1CC(c2ccccc2)=NN1c1ccccc1 (stereo not drawn)
  A: 95; B: 88; C: 97; D: 130; E: 108; F: 96; G: 94; H: 93; I: 103

COc1ccc(Cc2nnc3sc(SCC(=O)c4ccc(Cl)cc4)nn23)cc1
  A: 96; B: 112; C: 100; D: 78; E: 104; F: 95; G: 101; H: 95; I: 102

CCCCSCSCCCC
  A: 103; B: 101; C: 105; D: 95; E: 94; F: 100; G: 101; H: 106; I: 109

COc1ccc(-c2nn(-c3cccc(NS(=O)(=O)c4ccc(C)cc4)c3)cc2-c2ccncc2)cc1Cl
  A: 81; B: 88; C: 92; D: 83; E: 103; F: 77; G: 97; H: 93; I: 94

O=c1c2ccccc2nc(N/N=C/c2ccc(N3CCCCC3)cc2)n1-c1ccccc1
  A: 102; B: 106; C: 93; D: 110; E: 118; F: 103; G: 106; H: 110; I: 100

CCNc1nc(-c2ccc(Cl)c(O)c2)c(-c2ccnc(NCCNS(=O)(=O)c3ccc(C)cc3)n2)s1
  A: 72; B: 45; C: 110; D: 82; E: 112; F: 93; G: 79; H: 92; I: 97

O=C(c1ccc(Cl)cc1)c1cccc(O)c1
  A: 97; B: 120; C: 107; D: 105; E: 120; F: 98; G: 95; H: 100; I: 103

CCCCCCn1c(-c2ccc(C(=O)O/N=C(\N)c3ccc(Cl)cc3)cc2)nc(-c2ccccc2)c1-c1ccccc1
  A: 92; B: 98; C: 95; D: 110; E: 106; F: 101; G: 98; H: 97; I: 95

O=C1OC(c2ccc3c(c2)OCO3)C=C1Nc1nc(-c2ccc(Cl)cc2)cs1 (stereo not drawn)
  A: 91; B: 77; C: 108; D: 91; E: 113; F: 109; G: 109; H: 106; I: 119

OCc1ccccc1
  A: 110; B: .; C: 106; D: 108; E: 109; F: 108; G: 117; H: 122; I: 100

O=C(CSc1nnc(-c2ccc(-c3nc4ccc(Cl)cc4[nH]3)cc2)o1)Nc1ccc(Br)cc1
  A: 8.3*; B: 29; C: -18*; D: 46; E: 77; F: 28; G: 19; H: 19; I: 18

CCC(C)N(c1ccc(OC)cc1)c1nc(-c2ccc([N+](=O)[O-])cc2)cs1 (stereo not drawn)
  A: 90; B: 95; C: 99; D: 94; E: 101; F: 100; G: 94; H: 88; I: 94

COc1cc(C(=O)c2cnc(-c3ccc4cc[nH]c4c3)[nH]2)cc(OC)c1OC
  A: -6.9*; B: -22*; C: 23; D: 9.2*; E: 6.1*; F: 10; G: 6.4*; H: -9.9*; I: 19

Nc1ncnc2c1ncn2C1OC(CO)C(O)C1F (stereo not drawn)
  A: 98; B: 98; C: 100; D: 95; E: 91; F: 100; G: 106; H: 105; I: 98

CCCNc1ccc(C2=NCCCN2)cc1
  A: 97; B: 96; C: 102; D: 84; E: .; F: 99; G: 98; H: 95; I: 102

Sc1ccc(Nc2c3ccccc3nc3ccccc23)cc1
  A: 96; B: 89; C: 80; D: 62; E: 69; F: 102; G: 79; H: 66; I: 61

The results go on:
Abbreviations – A = HCT-116; B = HT29; C = SNB-19; D = SNB-75; E = HCC-2998; F = SF-268; G = HCT-15; H = KM12; I = SW-620
CN(C)CCC=C1c2ccccc2C=Cc2ccccc21
  A: 78&89&79; B: 71&63&23; C: 101&102&95; D: 69&72&61; E: 101&106&57; F: 92&93&88; G: 90&94&96; H: 103&100&97; I: 101&101&94

O=C(N/N=C\c1cc(Cl)ccc1[N+](=O)[O-])c1ccco1
  A: 113; B: 107; C: 102; D: 96; E: 103; F: 99; G: 97; H: 102; I: 102

CN1C(=O)C(C2=NN(c3cc(Cl)cc(Cl)c3)C(c3ccc(F)cc3)C2)C(=O)N(C)C1=O (stereo not drawn)
  A: 63; B: 102; C: 84; D: 86; E: 89; F: 86; G: 92; H: 92; I: 101

O=C1[C@@H](Oc2ccc(Cl)cc2)[C@]2(C3CCCCC3)c3ccsc3CCN12
  A: 82; B: 81; C: 94; D: 108; E: 99; F: 96; G: 90; H: 91; I: 94

C=C(C)[C@@H]1CC[C@]2(COC(=O)c3ccco3)CC[C@]3(C)[C@H](CC[C@@H]4[C@@]5(C)CCCNC(C)(C)[C@@H]5CC[C@]43C)[C@@H]12
  A: 94; B: 92; C: 88; D: 95; E: 105; F: 92; G: 85; H: 97; I: 103

Bioassay records: PubChem BioAssay, NCI
